BRCA1 expr act: increases BRCA1 expression; AID 624202; 1.1% of 380,000 active; MCF7-BRCA1-FFLuc reporter, luminescence, 48 h; response scale: scaled: vehicle 0%, 10 µM genistein 100%; Potency, µM (top dose mostly 46.1 µM), for inactives: at the top dose activation, hits mostly activators; also: potency is read from the fitted curve at half-maximal effect; nearly all actives have a fitted effect of over 80% in size; some results filed as inactive show a strong effect at the top dose
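Quantitative HTS in MCF7 cells stably reporting BRCA1 expression via firefly luciferase. Compound treatment lasts 48 h at 37 °C in phenol-red free MEM. Activation is expressed relative to genistein at 10 microM and DMSO.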
ELG1 repair inh: inhibitors of ELG1-dependent DNA repair in HEK293T cells | HEK293T ELG1-luciferase reporter, luminescence, 16 h; DNA damage induced by 5-fluorouridine | Potency, µM (top dose mostly 46.1 µM), for the others: at the highest dose activity change, negative = inhibition, hits mostly inhibitors | 2.3% of 330,000 active; also: potency is read from the fitted curve at half-maximal effect; % is scaled to controls: 0 for no effect and ±100 for the full control effect; nearly all actives have a fitted effect of over 55% in size
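Reporter activity after DNA damage by 5-fluorouridine is monitored. Compound-treated cells incubate 16 hr at 37 °C, then ONE-Glo is added for 30 min before luminescence reading.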
A-T KAP1 phos: potential ataxia-telangiectasia treatments restoring KAP-1 phosphorylation; Potency, µM (doses to about 57.5 µM), inactives show at the top dose activation, usual class: activators; […] A-T fibroblasts, KAP-1 phosphorylation AlphaLISA; neocarzinostatin DNA damage 30 min before lysis; AID 485349; 0.19% of 320,000 active; also: potency is read from the fitted curve at half-maximal effect; % of control where 0% means no effect; nearly all actives have a fitted effect of over 45% in size
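hTERT-immortalized A-T patient fibroblasts ([…]), 500 cells/well in OPTI-MEM, 1% FBS, got compounds for 60 min, then NCS for 30 min at 37C. Lysates were then assayed for phospho-KAP-1 by AlphaLISA (anti-pKAP1 donor, anti-KAP1 acceptor beads), 6 hr at 25C.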
a7 integrin act: activates integrin-mediated alleviation for muscular dystrophy; Potency, µM (series often up to 38.3 µM), for the others: at the top dose activation, hits mostly activators; AID 624291; 0.064% of 350,000 active; alpha7betagal myoblasts, beta-gal FDG fluorescence, 48 h;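 also: potency is read from the fitted curve at half-maximal effect; 100% = response of the positive control SU9516; nearly all actives have a fitted effect of over 60% in size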
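alpha7betagal+/- myoblasts (passage 13, 250/well) treated 48 h at 37C with compounds at 1:260 dilution of DMSO stock. Lysed, then beta-galactosidase activity read as FDG fluorescence (ex 480/em 540) after 30 min, with pre-read for autofluorescence.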
PTAP TSG101 blk: blocks PTAP/TSG101 interaction to inhibit HIV-1 budding; Fluorescence polarization, FITC-PTAP peptide / Tsg101 binding; Potency, µM (top dose mostly 115 µM), for inactives: top-dose activity change, negative = inhibition, most hits filed as inhibitors; 340,000 tested, under 10 active; AID 493005; active = well fitted inhibition curve with a large enough effect in the main read-out, with a control signal flat, not every such curve was filed as active; inconclusive = small, poorly fitted or top-dose-only effect, or effect the other way, or a change in a side signal; inactive = no such curve, though single readings can be large or run the other way; also: potency is read from the fitted curve at half-maximal effect; % of control where 0% means no effect
Target sequence (Q99816 whole entry, looked up): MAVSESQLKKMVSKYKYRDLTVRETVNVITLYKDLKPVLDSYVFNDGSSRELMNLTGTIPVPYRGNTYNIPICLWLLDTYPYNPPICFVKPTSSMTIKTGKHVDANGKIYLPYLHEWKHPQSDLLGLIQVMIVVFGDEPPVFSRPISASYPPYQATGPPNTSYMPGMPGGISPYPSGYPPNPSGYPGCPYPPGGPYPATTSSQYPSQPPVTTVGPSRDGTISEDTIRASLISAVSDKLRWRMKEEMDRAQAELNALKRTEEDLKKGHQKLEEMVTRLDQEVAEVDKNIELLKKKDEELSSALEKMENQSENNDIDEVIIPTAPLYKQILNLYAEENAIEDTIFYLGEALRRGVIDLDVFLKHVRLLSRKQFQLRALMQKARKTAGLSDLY
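Fluorescence anisotropy tracks displacement of a FITC-tagged PTAP peptide (50 nM) from the Tsg101 binding domain (10 uM), following a 20 min room-temperature incubation at pH 7.5.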
TRPV1 ag: human TRPV1 agonism | activation, % at 8.33 µM | 0.19% of 320,000 active | Q8NER1 | AID 540275 | TRPV1-expressing cells, Fluo-8 calcium influx, agonist mode; in the data active = activation above about 80%; inconclusive = between about 30% and that limit; also: 0% is about no effect
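Cells expressing TRPV1 were dye-loaded with Fluo-8 and read kinetically: 10 s baseline, 3 min after compound (agonist portion), then 2 min after EC20 capsaicin (allosteric enhancer portion). Calcium-bound dye fluorescence at 480/520 nm.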
MLL CXXC-DNA inh: MLL CXXC-DNA interaction inhibition. MLL-CXXC / FITC-HOXA9 DNA fluorescence polarization. Potency, µM (top dose mostly 115 µM), for inactives: at the highest dose activity change, negative = inhibition, most hits filed as inhibitors. 0.037% of 290,000 active. Q03164; active = well fitted inhibition curve with a large enough effect in the polarisation, with a control signal flat, not every such curve was filed as active; inconclusive = small, poorly fitted or top-dose-only effect, or effect the other way, or a change in a side signal; inactive = no such curve, though single readings can be large or run the other way; the % refers to the polarisation; also: potency is read from the fitted curve at half-maximal effect
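Steps: dispense CXXC domain solution (7 uM) → pin compounds or unlabeled HOX-A9 DNA control → 5 min ambient → add FLSN-HOX-A9 solution (50 nM) → spin → 30 min ambient → fluorescence polarization. Tris pH 7.5/NaCl/DTT/BSA buffer.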
p53 reactivation: restores transcriptional activity of mutant p53; H1299 p53-A138V BP100-luciferase reporter, luminescence, 24 h; Potency, µM (series often up to 92.2 µM), without a hit: at the top dose activity change, positive = activation, hits mostly activators; 0.063% of 320,000 active; AID 504706; also: potency is read from the fitted curve at half-maximal effect; % of control where 0% means no effect; nearly all actives have a fitted effect of over 45% in size
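H1299 (p53-null), stable ts p53-A138V + BP100-Luc; 1000 cells/well, Opti-MEM/10% FBS; cpd 4 pt, 1:5; 24 h, 37 deg C, 5% CO2; detection reagent 10 min RT; luminescence.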
TCR activator: activates T cell receptor signaling | 330,000 tested, under 10 active | primary human leukocytes, anti-CD3, IL-2 HTRF, 48 h | Potency, µM (series often up to 9.22 µM), without a hit: top-dose activation of IL-2 secretion, actives largely listed as activators; also: % of control where 0% means no effect
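48 hr co-incubation of compounds, a-CD3 beads and primary human leukocytes; IL-2 quantified homogeneously by HTRF with anti-IL-2 K and d2 conjugates.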
B2AR arrestin: recruits beta-arrestin to the human beta2-adrenergic receptor; P07550; Potency, µM (series often up to 46.1 µM), for the others: at the highest dose activation, most hits filed as activators; 0.02% of 330,000 active; beta-arrestin recruitment to beta2AR, cell-based reporter; AID 492947;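 also: potency is read from the fitted curve at half-maximal effect; 0% = DMSO controls and full agonism = EC100 isoproterenol or metaproterenol; nearly all actives have a fitted effect of over 65% in size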
Target sequence (P07550 whole entry, looked up): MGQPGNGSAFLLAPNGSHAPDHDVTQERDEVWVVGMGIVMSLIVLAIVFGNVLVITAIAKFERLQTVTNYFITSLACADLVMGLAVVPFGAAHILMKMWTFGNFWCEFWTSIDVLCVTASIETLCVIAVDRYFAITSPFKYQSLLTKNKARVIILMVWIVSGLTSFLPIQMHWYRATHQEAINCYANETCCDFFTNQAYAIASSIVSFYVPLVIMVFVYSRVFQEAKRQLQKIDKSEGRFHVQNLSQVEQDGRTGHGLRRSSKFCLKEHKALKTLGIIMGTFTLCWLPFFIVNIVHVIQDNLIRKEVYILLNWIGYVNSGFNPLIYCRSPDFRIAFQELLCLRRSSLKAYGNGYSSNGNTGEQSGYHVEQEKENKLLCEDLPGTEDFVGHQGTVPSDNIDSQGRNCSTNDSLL
Starred values were filed as active, the others as inactive; ? = inconclusive; nt = no result given; [ ] = remark or other dose. Unless noted, calls follow the shape of the dose curve; as a rule, active = well fitted curve in the direction sought with a large enough effect; inconclusive = small, poorly fitted or top-dose-only effect, or another doubt; inactive = no such curve, though single readings can be large; an effect the other way counts as inactive or inconclusive.

A first look (3 entries):
SMILES	BRCA1 expr act	ELG1 repair inh	A-T KAP1 phos	a7 integrin act	PTAP TSG101 blk	TRPV1 ag	MLL CXXC-DNA inh	p53 reactivation	TCR activator	B2AR arrestin
O=[N+]([O-])c1ccc(C=NN2CCCCCC2)cc1	?	nt	nt	-7%	1%	nt	nt	nt	1%	nt
Cc1ccc(C(C)C)c(OCC(=O)Nc2ccc3c(c2)nc(CCN2CCCCC2)n3C)c1	3%	-8%	4%	-66%[inhibitor]	-2%	-3	-8%	-18%	-6%	0.0%
COCCNC(=O)C(c1ccc(C)cc1)N(C(=O)CCC(=O)Nc1ccccn1)c1ccc(F)cc1 (configuration not stated)	-1%	3%	-5%	-6%	1%	4	2%	-2%	3%	0.3%

Results, previewed entries included:
SMILES	BRCA1 expr act	ELG1 repair inh	A-T KAP1 phos	a7 integrin act	PTAP TSG101 blk	TRPV1 ag	MLL CXXC-DNA inh	p53 reactivation	TCR activator	B2AR arrestin
O=[N+]([O-])c1ccc(C=NN2CCCCCC2)cc1	?	nt	nt	-7%	1%	nt	nt	nt	1%	nt
Cc1ccc(C(C)C)c(OCC(=O)Nc2ccc3c(c2)nc(CCN2CCCCC2)n3C)c1	3%	-8%	4%	-66%[inhibitor]	-2%	-3	-8%	-18%	-6%	0.0%
COCCNC(=O)C(c1ccc(C)cc1)N(C(=O)CCC(=O)Nc1ccccn1)c1ccc(F)cc1 (configuration not stated)	-1%	3%	-5%	-6%	1%	4	2%	-2%	3%	0.3%
Cc1ccc(C(C(=O)NCc2ccc(F)cc2)N(Cc2ccco2)C(=O)c2snc(C(N)=O)c2N)o1 (configuration not stated)	-51%	21µM*	-5%	10%	-5%	0	10%	-3%	5%	-0.8%
COC(=O)[C@H](CCSC)NC(=O)Nc1cc(C)ccc1C	-9%	11%	1%	-18%	-1%	-1	-2%	-6%	4%	-0.4%
NC(=O)c1ccsc1NC(=O)CSc1ccccc1F	11µM*	?	5%	11%	-4%	-2	8%	?	0%	0.3%
Nc1ccn(Cc2ccccc2F)n1	9%	-7%	2%	3%	1%	-9	13%	-4%	-5%	0.5%
CCCCOc1ccc(C(=O)N/C(=C\c2cccc([N+](=O)[O-])c2)C(=O)OCc2ccco2)cc1	0%	17%	4%	-14%	-1%	1	-15%	3%	4%[46.1 µM]	-0.5%
CCN(CC)C(=O)CCc1nnc(CCc2c[nH]c3ccccc23)o1	2%	?	0%[11.5 µM]	?	-3%	-2	-1%	-1%	-2%	0.1%
CCOc1ccc(C(=O)C(C)OC(=O)Cn2cnc3c2c(=O)n(C)c(=O)n3C)cc1 (configuration not stated)	-4%	?	-2%	14%	-2%	-1	nt	0%	-3%	0.0%
CCCn1c2ccccc2c2nnc(SCC(=O)OCC)nc21	11%	8%	14%	11%	-2%	-4	1%	4%	-148%	0.1%
CCOC(=O)C(NC(=O)CC)(Nc1ccc(S(=O)(=O)Nc2ncccn2)cc1)C(F)(F)F (configuration not stated)	1%	-2%	-14%	-17%	-4%	2	-1%	-4%	1%	0.2%
CCCCSc1nnc(-c2ccccc2N)c(=O)[nH]1	4%	?	-5%	8%	-8%	10	3%	?	-2%	-0.9%
CCOc1cc(S(=O)(=O)N2CCCCCC2)ccc1F	12%	17%	nt	-23%	-11%	12	-1%	-1%	2%	-0.6%
Cc1ccc(-c2nnn3c2nc(NC(C)C)c2ccccc23)cc1	-51%	14%	13%	?	-3%	13	-3%	4%	5%	0.1%
O=C(Nc1ccc(F)cc1F)c1csc(-c2cccs2)n1	-51%	?	-1%	0%	-1%	16	13%	27%	1%	0.1%
CCCOc1ccc(N2C(=O)CC(N(CCCO)C(=O)CC)C2=O)cc1 (configuration not stated)	-4%	?	1%	4%	1%	-4	-1%	-3%	0%	-0.1%
Cc1cc(C)n(C(=O)CCCC(=O)n2nc(C)cc2C)n1	0%	3%	2%	6%	-4%	2	0%	6%	-2%	-0.1%
CC1(C)Cc2ccccc2C(N/N=C/c2cccc(F)c2)=N1	-19%	-4%	-4%	25%	-1%	2	0%	6%	3%	-0.6%
CC1Oc2cc3oc4c(O)c(O)ccc4c(=O)c3c(O)c2C1(C)C (configuration not stated)	20%	nt	nt	-44%	-3%	nt	nt	nt	6%	nt
C=CCNC(=O)c1c(C(F)(F)F)nn(C)c1Cl	16%	-2%	2%	11%	-3%	-3	5%	2%	1%	-0.8%
CCc1c(C)n([O-])c2c([n+]1=O)CCC2	0%	7%	5%	16%	1%	-6	1%	7%	-5%	-0.4%
COc1cccc(CNC(=O)CCCc2nnc3n(C)c(=O)c4sccc4n23)c1	-11%	3%	9%	-11%	4%	-3	2%	-4%	8%	-1.0%
COc1ccccc1-c1c(-c2ccc(OCC(=O)NN)cc2O)n[nH]c1C(F)(F)F	62%	-27%	-1%	14%	-6%	2	20%	14%	-3%[46.1 µM]	1.6%
CNC(=S)Nn1cnc2ccccc21	0%	3%	12%	3%	-3%	1	-10%	5%	3%	0.0%

Entries of single compounds, looked up by structure. Order of screens: BRCA1 expr act	ELG1 repair inh	A-T KAP1 phos	a7 integrin act	PTAP TSG101 blk	TRPV1 ag	MLL CXXC-DNA inh	p53 reactivation	TCR activator	B2AR arrestin
Cc1cc(C)n(C(=O)CCCC(=O)n2nc(C)cc2C)n1 is listed with 0%	3%	2%	6%	-4%	2	0%	6%	-2%	-0.1%
O=C(Nc1ccc(F)cc1F)c1csc(-c2cccs2)n1 is listed with -51%	?	-1%	0%	-1%	16	13%	27%	1%	0.1%
NC(=O)c1ccsc1NC(=O)CSc1ccccc1F is listed with 11µM*	?	5%	11%	-4%	-2	8%	?	0%	0.3%
CC1(C)Cc2ccccc2C(N/N=C/c2cccc(F)c2)=N1 is listed with -19%	-4%	-4%	25%	-1%	2	0%	6%	3%	-0.6%
CCOc1cc(S(=O)(=O)N2CCCCCC2)ccc1F is listed with 12%	17%	nt	-23%	-11%	12	-1%	-1%	2%	-0.6%

The results go on:
SMILES	BRCA1 expr act	ELG1 repair inh	A-T KAP1 phos	a7 integrin act	PTAP TSG101 blk	TRPV1 ag	MLL CXXC-DNA inh	p53 reactivation	TCR activator	B2AR arrestin
CC(C)(C)N1CC(COc2ccccc2)OC1=O (configuration not stated)	65%	?	-3%	-3%	-6%	-2	-4%	25%	0%	0.0%
O=C(CCC(=O)OCC(=O)c1cccc([N+](=O)[O-])c1)Nc1ccccc1Cl	5%	2%	4%	-14%	-4%	-2	1%	-1%	7%	-0.2%
Cc1cccc(C(=O)NCCNC(=O)c2cccnc2)c1	-9%	-3%	4%	-32%	-4%	1	6%	1%	2%	0.1%
CCSc1nnc(NC(=O)CSc2ncccn2)s1	-13%	10%	1%	-3%	-7%	0	2%	3%	4%	0.0%
O=C(Cn1nnc(-c2ccc(Cl)cc2)n1)NC1CCS(=O)(=O)C1 (configuration not stated)	-1%	?	0%	-22%	-4%	-3	nt	-1%	4%	-1.2%
COc1ccc(OC2C(=O)N(c3cc(C)ccc3C)C2c2ccc(OC)c(OC)c2)cc1 (configuration not stated)	-34%	18µM*	3%	-8%	-2%	7	-4%	32%	2%[46.1 µM]	-0.9%
O=C(COC(=O)C1CCC(N2C(=O)C3C4CCC(C4)C3C2=O)CC1)c1ccc(F)cc1 (configuration not stated)	-3%	-6%	3%	-36%	-2%	24	3%	-1%	2%	-0.4%
CCC(C)NC(=O)CN(c1ccc(Cl)c(Cl)c1)S(C)(=O)=O (configuration not stated)	-12%	0%	9%	7%	-3%	8	-2%	-4%	-4%	-0.7%
COc1ccc(-c2cc(C(F)(F)F)nc(NCc3cccnc3)n2)cc1	-75%	?	-3%	-28%	-5%	-1	-5%	-6%	-3%	-0.6%
CC(CCc1ccccc1)NC(=O)CN(C)Cc1ccccc1F (configuration not stated)	0%	5%	3%	11%	-2%	?	-7%	4%	-13%	0.4%
c1ccc(COc2ccc(OCCn3cncn3)cc2)cc1	59%	?	8%	11%	-3%	0	6%	?	-1%	-0.3%
COc1ccc(OC(=O)c2cccc(S(=O)(=O)N3CC(C)OC(C)C3)c2)cc1 (configuration not stated)	4%	-3%	9%	17%	-2%	-1	nt	14%	3%	0.0%
CC1=C(C(=O)OCc2ccccc2)C(c2ccc([N+](=O)[O-])cc2)NC(=O)N1C (configuration not stated)	-11%	5%	-2%	8%	1%	-1	2%	nt	8%	-0.4%
CCCn1c(=S)[nH]c2cc(C(=O)NCC3CCCO3)ccc2c1=O (configuration not stated)	-14%	?	2%	0%	0%	-4	-11%	13%	9%[46.1 µM]	-0.7%
O=C(N1CCCCCC1)N1CCN(S(=O)(=O)N2CCOCC2)CC1	-1%	2%	17%	21%	0%	0	8%	-1%	-2%	-0.4%
Cc1ccc(NC(=O)c2cnc(SCC(=O)c3ccccc3)n(C)c2=O)cc1	-11%	22%	6%	12%	0%	-1	nt	1%	nt	0.5%

High-throughput results (PubChem BioAssay)
